Source: PubChem
NPY1 pot ag – NPY-Y1 receptor potentiators or agonists, primary screen, cell-based | actives 0.37% (n = 220,000) | activation, % at 3.6 µM | Neuropeptide Y receptor type 1 (Homo sapiens), P25929 | NPY-Y1 expressing cells, potentiator/agonist activation | AID 1304, 2008; in the data active = activation above about 33%, passing the limit was not always enough;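 also: cells stimulated with NPY at EC10 then isoproterenol at EC100; 0% = low agonist plus stimulus and 100% = saturating agonist plus stimulus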
Target sequence (P25929 whole entry, looked up): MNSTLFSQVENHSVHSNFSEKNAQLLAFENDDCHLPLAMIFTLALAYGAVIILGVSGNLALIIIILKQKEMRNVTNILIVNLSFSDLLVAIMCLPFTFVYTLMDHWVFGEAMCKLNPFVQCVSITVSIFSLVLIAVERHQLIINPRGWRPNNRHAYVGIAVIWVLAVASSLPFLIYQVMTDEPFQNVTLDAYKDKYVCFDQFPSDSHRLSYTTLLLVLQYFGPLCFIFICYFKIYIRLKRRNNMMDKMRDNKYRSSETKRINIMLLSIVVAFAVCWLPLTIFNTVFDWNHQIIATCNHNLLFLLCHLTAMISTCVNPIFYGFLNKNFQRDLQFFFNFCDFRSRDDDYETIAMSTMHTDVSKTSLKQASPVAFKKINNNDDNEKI
Ba/F3 V617F tox – reduced viability of JAK2V617F-dependent Ba/F3 cells, primary screen, JAK2V617F inhibitor project, cell-based, Ba/F3 EpoR-JAK2V617F, luminescence; ATP luminescence; inhibition, % at 5.6 µM; actives 1.1% (n = 220,000); AID 1446, 2008;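 active = inhibition above the campaign mean plus 3 SD over all tested compounds, cut at about 24% in these data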;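 also: cytokine-independent growth of Ba/F3 cells driven by EpoR plus mutant JAK2; 0% = DMSO-treated cells and 100% = JAK inhibitor I control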
NPY-Y2 PAM-ag – NPY-Y2 potentiators or agonists, primary screen, cell-based | Neuropeptide Y receptor type 2 (Homo sapiens), P49146 | activation, % at 3.6 µM | actives 0.45% (n = 220,000) | cells expressing NPY-Y2, potentiator/agonist read-out; in the data active = activation above about 27%;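 also: cells stimulated with NPY near EC25 plus isoproterenol at EC100; 0% = vehicle plus submaximal agonist and 100% = vehicle plus saturating agonist; some results beyond the cut were filed as inactive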
Target sequence (P49146 whole entry, looked up): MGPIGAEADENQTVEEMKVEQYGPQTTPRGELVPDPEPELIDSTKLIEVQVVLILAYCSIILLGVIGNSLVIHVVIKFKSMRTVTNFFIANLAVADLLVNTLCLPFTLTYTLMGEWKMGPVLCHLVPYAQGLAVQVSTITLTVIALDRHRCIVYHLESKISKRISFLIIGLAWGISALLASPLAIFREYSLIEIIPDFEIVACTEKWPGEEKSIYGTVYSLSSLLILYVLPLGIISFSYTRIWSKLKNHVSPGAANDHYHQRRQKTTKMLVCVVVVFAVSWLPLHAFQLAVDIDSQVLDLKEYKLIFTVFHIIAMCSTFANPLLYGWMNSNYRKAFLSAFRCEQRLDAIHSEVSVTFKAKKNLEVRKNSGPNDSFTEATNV
Runt-CBFb FRET – inhibitors of RUNX1 Runt–CBFb binding, primary screen, biochemical, FRET, Cerulean-Runt, Venus-CBFb, uHTS | Cerulean-Runt/Venus-CBFb FRET ratio 530/480, 1 h | Runt-related transcription factor 1 (Homo sapiens) + Core-binding factor subunit beta … | inhibition, % at 20 µM | actives 0.46% (n = 220,000);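 active = inhibition over about 50% at 20 µM in the single-dose screen, limit read from the data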;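 also: 0% = DMSO wells and 100% = excess unlabeled CBFb competitor control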
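test system = Cerulean-Runt domain fusion protein, energy donor | probe or stimulus = Venus-CBFb binding partner, 100 nM | incubation = two 1 h room-temperature incubations shielded from light | detection = fluorescence energy transfer, 422 nm excitation, 530/480 nm emission | measure = loss of energy transfer signal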
S1P4 antag – S1P4 receptor antagonists, primary screen, cell-based. Sphingosine 1-phosphate receptor 4 (Homo sapiens), O95977. S1P4-expressing cells, antagonist mode, reporter read-out. inhibition, % at 4.98 µM. actives 0.26% (n = 220,000). AID 1510, 2009; in the data active = inhibition above about 29%;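 also: 0% = wells stimulated with agonist and 100% = vehicle wells without agonist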
RBBP9 inh – human RBBP9 inhibitors, primary screen, biochemical, fluorescence polarization, FP-Rh probe, HTS | actives 0.2% (n = 220,000) | recombinant RBBP9 | AID 1515, 2009 | inhibition, % at 7.94 µM | Serine hydrolase RBBP9 (Homo sapiens), O75884;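 active = inhibition above the campaign mean of all tested compounds plus 3 SD, cut at about 14% in these data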;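 also: plate controls were DMSO wells with RBBP9 for no effect and wells lacking RBBP9 protein for full effect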
Target sequence (O75884 whole entry, looked up): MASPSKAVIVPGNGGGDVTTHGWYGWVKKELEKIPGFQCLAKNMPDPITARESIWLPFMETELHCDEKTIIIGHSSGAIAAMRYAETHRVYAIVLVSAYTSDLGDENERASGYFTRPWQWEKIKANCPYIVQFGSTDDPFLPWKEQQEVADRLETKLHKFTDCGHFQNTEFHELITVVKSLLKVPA
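Material: RBBP9 protein. Amount: RBBP9 at 2.5 µM in dispensed solution, before mixing. Schedule: 30 min then 45 min, 25 °C. Medium: Tris buffer pH 8.0, NaCl, Pluronic. Measured by: fluorescence polarization. Measure: percent inhibition from mP, scaled between DMSO and no-protein wells. Replication: one well per compound.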
NPY-Y1 antag – NPY-Y1 receptor antagonists, primary screen, cell-based | inhibition, % at 3.6 µM | Neuropeptide Y receptor type 1 (Homo sapiens), P25929 | HEK293-CNG Y1 cells, membrane potential fluorescence; NPY at EC95, then isoproterenol | AID 1040, 2008 | actives 1% (n = 200,000);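 active = inhibition above the campaign mean inhibition of all tested compounds plus 3 SD, cut at about 20% in these data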;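 also: 0% = DMSO wells given NPY plus isoproterenol and 100% = isoproterenol alone without NPY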
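Material: Y1- and CNG-channel-expressing HEK293 cells / Probe or stimulus: NPY 25 nM then isoproterenol 1 µM plus Ro 20-1724 25 µM / Doses: 3.6 µM single dose, DMSO 0.4% / Schedule: compound incubation 1 h at room temperature, readout 45 min post-stimulation / Signal: membrane potential fluorescence / Benchmarks: isoproterenol-only wells as full block versus NPY-plus-isoproterenol wells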
BaF3 tox – parental Ba/F3 cell viability inhibition, counter-screen for JAK2V617F inhibitor project, murine pro-B, CellTiter-Glo luminescence | CellTiter-Glo ATP luminescence | inhibition, % at 5.6 µM | actives 1.1% (n = 220,000) | AID 1486, 2009;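 active = inhibition above a per-campaign cutoff, the mean inhibition of all tested compounds plus 3 SD, cut at about 27% in these data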;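 also: 0% = DMSO wells and 100% = JAK Inhibitor I control wells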
S1P4 ag – S1P4 receptor agonists, primary screen, cell-based | actives 0.35% (n = 220,000) | Sphingosine 1-phosphate receptor 4 (Homo sapiens), O95977 | S1P4-expressing cell line, agonist reporter assay | activation, % at 4.98 µM; in the data active = activation above about 11%;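 also: 0% = DMSO vehicle and 100% = reference agonist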
Active calls of the source: *; x = no result given.

1	COCCn1c(Cc2ccccc2)nnc1SCC(=O)N(C)C
2	Cc1ccccc1Nc1nc(-c2sc(NC(=O)c3ccccc3)nc2C)cs1
3	O=C(Cc1ccccc1)Nc1ccc(SC(F)F)cc1
4	Cc1nc2ccc(S(=O)(=O)N(C)CC(=O)N3CCc4ccccc4C3)cc2s1
5	CCC(=O)NCCc1nc2cc(NC(=O)c3ccccc3OC)ccc2n1C

screen / no.	1	2	3	4	5
NPY1 pot ag	9	20	4	-12	-33
Ba/F3 V617F tox	-2	4	2	-2	-3
NPY-Y2 PAM-ag	-3	0	3	-27	-7
Runt-CBFb FRET	-1	5	0	2	1
S1P4 antag	-3	5	-10	16	-10
RBBP9 inh	-1	6	14	-4	1
NPY-Y1 antag	-3	-4	1	12	5
BaF3 tox	-1	6	4	0	0
S1P4 ag	0.1	1.1	-0.3	0.0	-3.0

One compound at a time (already shown).
COCCn1c(Cc2ccccc2)nnc1SCC(=O)N(C)C in the list: NPY1 pot ag: 9; Ba/F3 V617F tox: -2; NPY-Y2 PAM-ag: -3; Runt-CBFb FRET: -1; S1P4 antag: -3; RBBP9 inh: -1; NPY-Y1 antag: -3; BaF3 tox: -1; S1P4 ag: 0.1
O=C(Cc1ccccc1)Nc1ccc(SC(F)F)cc1 in the list: NPY1 pot ag: 4; Ba/F3 V617F tox: 2; NPY-Y2 PAM-ag: 3; Runt-CBFb FRET: 0; S1P4 antag: -10; RBBP9 inh: 14; NPY-Y1 antag: 1; BaF3 tox: 4; S1P4 ag: -0.3

New compounds follow
6	CN(C)S(=O)(=O)c1cccc(N=C2SCCN2Cc2ccccc2)c1
7	COc1ccc2c(c1)CC/C2=N\OC(=O)c1cccc(C)c1
8	Cn1c(=O)c2c(nc(N3CCCCCC3)n2CC(=O)c2ccccc2)n(C)c1=O
9	Cc1nc(Oc2ccc(S(=O)(=O)N3CCOCC3)cc2Cl)c2c3c(sc2n1)CCCC3
10	COc1ccc(/C=C/c2ccncc2)cc1OC

screen / no.	6	7	8	9	10
NPY1 pot ag	11	8	3	-44	5
Ba/F3 V617F tox	-4	-4	4	2	-3
NPY-Y2 PAM-ag	7	0	-11	-19	11
Runt-CBFb FRET	-1	-5	-4	-7	-2
S1P4 antag	1	-1	5	-19	-24
RBBP9 inh	-5	-3	-4	-3	-4
NPY-Y1 antag	x	19	-1	10	1
BaF3 tox	-1	4	0	1	3
S1P4 ag	0.5	-1.4	0.2	0.3	0.5

11	COc1ccc2nc(N3CCC(C)CC3)c(C#N)cc2c1
12	O=C(CSc1ncn[nH]1)Nc1nc(-c2ccccc2)ns1
13	N/C(=N\OC(=O)c1ccco1)c1ccc(Cl)cc1
14	COc1ccccc1C/C(N)=N/O
15	Cc1cccc(OCCC(=O)N(C)CC(=O)Nc2cccc3ccccc23)c1

screen / no.	11	12	13	14	15
NPY1 pot ag	-5	1	4	-13	-30
Ba/F3 V617F tox	4	0	-3	-1	-3
NPY-Y2 PAM-ag	-4	-3	-5	13	-3
Runt-CBFb FRET	71*	1	3	-2	-1
S1P4 antag	6	3	15	2	-10
RBBP9 inh	-8	-10	0	-6	-5
NPY-Y1 antag	-3	-1	-2	-1	4
BaF3 tox	4	5	16	7	5
S1P4 ag	1.2	0.9	1.2	0.3	2.3

16	CN(C)S(=O)(=O)Nc1ccc(NS(=O)(=O)N(C)C)c(S(=O)(=O)c2ccccc2)c1
17	Cc1ccccc1NC(=O)c1cc(N)ccc1N1CCCCC1
18	COCCOc1cc(N)c(Cl)cc1Cl
19	CCOC(=O)N1CCN(CCC(=O)Nc2ccc(Br)c(C)c2)CC1
20	Cc1c(C(=O)Nc2ccc(F)cc2)c2ccccn2c1CCc1ccncc1

screen / no.	16	17	18	19	20
NPY1 pot ag	9	12	-1	10	35
Ba/F3 V617F tox	-2	3	-3	0	0
NPY-Y2 PAM-ag	3	12	9	-11	11
Runt-CBFb FRET	-3	1	0	1	3
S1P4 antag	-10	3	0	11	-7
RBBP9 inh	-5	-6	5	0	-1
NPY-Y1 antag	6	-3	3	2	-4
BaF3 tox	8	11	1	5	5
S1P4 ag	0.4	-2.2	-2.0	-1.3	-0.5

21	CCCCc1c(O)nc(SCC(=O)c2ccccc2)n(-c2ccccc2)c1=O
22	CN1C(=O)/C(=C\C=C2/CCCN2C)N(C)C1=S
23	O=C(O)c1cc(-c2ccc(/C=N/Nc3ccc(Cl)cc3)o2)ccc1Cl
24	O=S(=O)(Nc1nc2ccccc2nc1Cl)c1ccc2c(c1)OCCO2
25	CC(=O)c1cnn(-c2cc(Oc3cccc(C)c3)ncn2)c1C

screen / no.	21	22	23	24	25
NPY1 pot ag	-4	-6	30	-12	28
Ba/F3 V617F tox	-6	0	-1	5	-2
NPY-Y2 PAM-ag	-6	-6	20	1	4
Runt-CBFb FRET	3	-14	16	0	2
S1P4 antag	22	-13	6	-7	-15
RBBP9 inh	-6	-10	-6	-2	1
NPY-Y1 antag	x	5	-8	4	-1
BaF3 tox	1	6	2	10	2
S1P4 ag	-2.1	2.0	4.2	0.1	-0.8

26	O=C1CN(C(=O)c2cnccn2)c2ccccc2N1
27	Cc1c(F)cccc1NC(=O)CSCC(=O)Nc1ccccc1
28	c1ccc2c(c1)C(=NCC1CCCO1)NC2=NCC1CCCO1 (configuration not stated)
29	CC/C(=N/Nc1cccc(Cl)c1)c1cnnc(SC)n1
30	Cc1ccc(/C=C(\C#N)C(=O)NCCN2CCOCC2)cc1

screen / no.	26	27	28	29	30
NPY1 pot ag	1	-12	5	3	9
Ba/F3 V617F tox	0	0	1	-2	0
NPY-Y2 PAM-ag	6	-7	-21	8	3
Runt-CBFb FRET	-2	0	-1	-25	1
S1P4 antag	0	26	5	11	-6
RBBP9 inh	-5	-2	-5	-12	-9
NPY-Y1 antag	-6	0	5	0	0
BaF3 tox	0	-1	4	0	7
S1P4 ag	0.4	-1.2	-0.8	0.2	-0.3

31	CCCCC(=O)NC(c1ccco1)c1cc(Cl)c2cccnc2c1O (configuration not stated)
32	CCOC(=O)c1cc(-c2ccc(F)cc2)n(CC(=O)NCc2ccccn2)c1C
33	COc1cc(OC)c(OC)cc1NC(=O)CC1COc2ccccc2O1 (configuration not stated)
34	O=C(Nc1c(F)c(F)c(F)c(F)c1F)C1CCCCC1
35	O=C(c1ccc(S(=O)(=O)c2ccccc2)cc1)N1CCCCCC1

screen / no.	31	32	33	34	35
NPY1 pot ag	8	8	-15	-27	18
Ba/F3 V617F tox	3	1	-2	3	4
NPY-Y2 PAM-ag	-16	4	-24	1	14
Runt-CBFb FRET	x	-1	-4	-2	-1
S1P4 antag	1	-2	-4	-14	-12
RBBP9 inh	-8	0	-7	-10	-5
NPY-Y1 antag	4	8	4	2	1
BaF3 tox	7	5	1	4	7
S1P4 ag	6.3	0.9	2.2	-0.3	0.5

36	Fc1ccccc1NC(=S)N(CCN1CCCCCC1)Cc1cccs1
37	COc1ccccc1OCCOCCn1cnc2ccccc2c1=O
38	Cc1cc(F)ccc1S(=O)(=O)Nc1ccccc1C(=O)Nc1ccccc1-c1nc2ccccc2[nH]1
39	CCOC(=O)Cc1csc(/N=C/c2c(O)n(-c3ccccc3C(F)(F)F)c(=O)c3ccccc23)n1
40	CCc1cccc(NC(=O)CSC2=NS(=O)(=O)c3ccccc32)c1

screen / no.	36	37	38	39	40
NPY1 pot ag	-3	-15	-3	9	1
Ba/F3 V617F tox	-1	-2	1	3	2
NPY-Y2 PAM-ag	-5	-6	7	-9	-16
Runt-CBFb FRET	0	2	4	18	7
S1P4 antag	-1	-12	-3	-13	-7
RBBP9 inh	-1	-3	-13	-4	-1
NPY-Y1 antag	10	2	-3	-3	1
BaF3 tox	14	8	9	7	3
S1P4 ag	-1.3	0.2	0.5	-0.3	0.4

41	COc1ccc(NC(=O)CN(c2cccc(C(F)(F)F)c2)S(C)(=O)=O)cc1OC
42	COc1ccccc1-c1cc(C(=O)NCc2ccco2)no1
43	COc1ccccc1-n1cnnc1SCC(=O)c1cc(C)n(Cc2cccs2)c1C
44	COc1cccc(/C=N/NC(=O)c2ccccc2NC(=O)c2ccco2)c1OC
45	COc1ccc(OCCCC(=O)NC(C)c2ccccc2)cc1 (configuration not stated)

screen / no.	41	42	43	44	45
NPY1 pot ag	0	-6	-38	1	1
Ba/F3 V617F tox	0	0	-1	-3	-3
NPY-Y2 PAM-ag	1	-5	-12	-1	-11
Runt-CBFb FRET	-2	-2	-2	0	1
S1P4 antag	-3	2	-6	0	-11
RBBP9 inh	-7	-11	2	-5	-2
NPY-Y1 antag	-2	-4	4	x	-1
BaF3 tox	7	2	-1	-7	1
S1P4 ag	-1.9	0.8	0.4	-2.0	3.0

46	Cc1ccc(C)c(N/C(N)=N/c2nc(C)cc(C)n2)c1
47	O=C1CCC([N+](=O)[O-])C(c2ccc3c(c2)OCO3)N1 (configuration not stated)
48	CCOc1ccccc1-n1c(SCC(N)=O)nnc1-c1ccc(O)cc1
49	O=C(Nc1ccc(Cl)cc1)C1CCCN(S(=O)(=O)c2cnc[nH]2)C1 (configuration not stated)

screen / no.	46	47	48	49
NPY1 pot ag	26	-4	-15	-10
Ba/F3 V617F tox	0	4	-5	-1
NPY-Y2 PAM-ag	9	-1	10	-11
Runt-CBFb FRET	2	-2	-3	3
S1P4 antag	-5	5	-4	-4
RBBP9 inh	-5	-6	1	-3
NPY-Y1 antag	5	-4	-4	2
BaF3 tox	9	-4	-2	4
S1P4 ag	1.6	114*	-1.6	-3.4
